Screens from PubChem.
FadD28 FP inh: inhibitors of FadD28 bisubstrate probe binding, primary screen, biochemical, fluorescence polarization, single point; inhibition, % at 12.5 µM; Mycobacterium tuberculosis FadD28 fatty-acid-AMP ligase; 360,000 tested, 0.22% active; in the data active means inhibition above about 8.5%, passing the limit was not always enough; inconclusive means no clear call, values can overlap the other calls
CCHF vOTU inh: CCHFV vOTU protease inhibitors, primary screen, biochemical, Pep-AMC substrate, fluorescence | inhibition, % at 11.5 µM | AID 651958, 2012 | Crimean-Congo hemorrhagic fever virus L polyprotein viral ovarian tumor (vOTU) protease … | 370,000 tested, 0.55% active; further: 0% = vehicle wells with enzyme and 100% = no enzyme wells
DUSP3 inh: VHR1 phosphatase inhibitors, primary screen, biochemical, absorbance, uHTS; Dual specificity protein phosphatase 3 (Homo sapiens), P51452; recombinant VHR phosphatase, pNPP absorbance; inhibition, % at 13.3 µM; 290,000 tested, 0.52% active; AID 1654, 2009; in the data active means inhibition above about 50%; further: some compounds called inactive have numbers as strong as hits
Target sequence (P51452 whole entry, looked up): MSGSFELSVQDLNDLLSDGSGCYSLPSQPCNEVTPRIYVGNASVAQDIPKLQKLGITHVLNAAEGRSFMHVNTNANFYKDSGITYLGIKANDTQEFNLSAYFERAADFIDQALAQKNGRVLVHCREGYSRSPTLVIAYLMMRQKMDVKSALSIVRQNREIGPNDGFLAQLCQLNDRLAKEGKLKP
Mtb BioA inh: M. tuberculosis BioA enzyme inhibitors, primary screen, biochemical, plate reader, single point, HTS; 7,8-diaminopelargonic acid synthase BioA (Mycobacterium tuberculosis); purified M. tuberculosis BioA enzyme; inhibition, % at 9.99 µM; 360,000 tested, 0.096% active; AID 602481, 2012; in the data active means inhibition above about 40%; inconclusive means no clear call, values can overlap the other calls
MazF activator: activators of E. coli MazEF toxin-antitoxin RNase, primary screen, biochemical, fluorescence, uHTS; activation, % at 20 µM; 350,000 tested, 0.32% active; AID 504720, 2011; Endoribonuclease toxin MazF (Escherichia coli (strain K12)), P0AE70; FAM/BHQ RNA-DNA oligo cleavage fluorescence, 5 h; in the data active means activation above about 50%
Target sequence (P0AE70 whole entry, looked up): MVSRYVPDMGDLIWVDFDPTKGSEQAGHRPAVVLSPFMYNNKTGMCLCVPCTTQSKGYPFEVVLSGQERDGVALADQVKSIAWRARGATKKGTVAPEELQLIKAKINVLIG
Rv3671c protease: Rv3671c serine protease inhibitors, primary screen, biochemical, fluorescence polarization, M. tuberculosis H37Rv | P9WHR9 | inhibition, % at 5.96 µM | 320,000 tested, 0.048% active | AID 2606, 2010; in the data active means inhibition above about 38%;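 further: extracellular domain of Rv3671c used as enzyme; 0% = enzyme with DMSO and 100% = no enzyme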
BoNT F protease: BoNT/F light chain protease inhibitors, primary screen, biochemical, flow cytometry, MLPCN library | Botulinum neurotoxin type F light chain protease (Clostridium botulinum) | Multiplex microsphere protease cleavage assay | inhibition, % at 10 µM | 360,000 tested, 0.22% active; in the data active means inhibition above about 35%, passing the limit was not always enough; inconclusive means no clear call, values can overlap the other calls; further: plate controls were buffer without enzyme for full effect and enzyme alone for no effect
Mtb FBA inh: Mtb FBA enzyme inhibitors, primary screen, biochemical, fluorescence, strain H37Rv; Fructose-bisphosphate aldolase (Mycobacterium tuberculosis (strain ATCC 25618 / H37Rv)), …; purified M. tuberculosis FBA, fluorescence read-out; inhibition, % at 1 µM; 360,000 tested, 2.3% active; AID 588726, 2011; in the data active means inhibition above about 27%;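 further: 0% = vehicle and 100% = reference inhibitor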
Target sequence (P9WQA3 whole entry, looked up): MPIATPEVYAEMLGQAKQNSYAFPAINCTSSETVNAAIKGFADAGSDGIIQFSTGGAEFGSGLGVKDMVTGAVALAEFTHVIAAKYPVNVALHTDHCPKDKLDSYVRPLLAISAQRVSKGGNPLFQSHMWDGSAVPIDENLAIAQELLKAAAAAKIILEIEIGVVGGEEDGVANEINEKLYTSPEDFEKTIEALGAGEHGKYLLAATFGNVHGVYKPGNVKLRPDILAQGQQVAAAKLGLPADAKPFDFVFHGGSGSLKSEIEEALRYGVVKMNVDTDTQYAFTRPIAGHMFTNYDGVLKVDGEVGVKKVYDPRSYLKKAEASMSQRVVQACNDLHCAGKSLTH
Mtb UGM inh: M. tuberculosis UGM enzyme inhibitors, primary screen, biochemical, fluorescence polarization, single point | inhibition, % at 10 µM | UDP-galactopyranose mutase (Mycobacterium tuberculosis (strain ATCC 25618 / H37Rv)), … | 320,000 tested, 0.06% active | purified UGM, fluorescence polarization probe displacement; in the data active means inhibition above about 10%, passing the limit was not always enough; inconclusive means no clear call, values can overlap the other calls
Target sequence (P9WIQ1 whole entry, looked up): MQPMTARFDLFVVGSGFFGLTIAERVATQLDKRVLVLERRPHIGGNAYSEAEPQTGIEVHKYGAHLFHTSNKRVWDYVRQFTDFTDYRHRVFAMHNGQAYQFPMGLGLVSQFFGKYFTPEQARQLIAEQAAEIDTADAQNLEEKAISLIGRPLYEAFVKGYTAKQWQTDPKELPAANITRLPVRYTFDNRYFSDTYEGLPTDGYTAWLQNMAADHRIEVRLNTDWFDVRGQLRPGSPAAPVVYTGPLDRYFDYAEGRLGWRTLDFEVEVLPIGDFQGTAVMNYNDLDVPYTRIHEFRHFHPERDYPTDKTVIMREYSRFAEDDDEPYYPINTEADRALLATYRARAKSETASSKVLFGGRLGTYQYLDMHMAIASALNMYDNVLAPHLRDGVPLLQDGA
GDH-TPI counter: GDH-TPI coupling enzyme inhibitors, primary screen, artefact control for M. tuberculosis FBA inhibitor project, biochemical, absorbance, full deck | inhibition, % at 4.8 µM | GDH-TPI coupled enzyme counterscreen, NADH absorbance | 360,000 tested, 1.2% active;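 further: 0% = DMSO wells and 100% = wells lacking the enzyme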
Numbers without * were called inactive; ? = inconclusive; nt = no result given. Unless noted, no stated cut-off is given here; in the data, active means inhibition above about 30%; inactive means the rest.

SMILES | FadD28 FP inh | CCHF vOTU inh | DUSP3 inh | Mtb BioA inh | MazF activator | Rv3671c protease | BoNT F protease | Mtb FBA inh | Mtb UGM inh | GDH-TPI counter
CCCCCC(=O)N1C[C@H](n2cc(COC(=O)c3ccccc3)nn2)[C@@H](O)C[C@@H]1c1ccc(OC)cc1 | -1.9 | 15 | nt | -0.1 | -7 | nt | 6 | 2 | nt | 18
COc1ccccc1N1CCN(C2CCCN(C(=O)c3ccsc3)C2)CC1 (stereo not given) | -1.8 | 14 | 1 | -0.8 | -4 | -2 | -12 | 3 | 0.8 | 10
CC(=O)Nc1cc2nc(C)n(Cc3ccccc3[N+](=O)[O-])c2nc1C | -2.0 | 14 | -3 | 0.6 | 9 | 7 | ? | -1 | 2.4 | -15
O=C(NCC(=O)N(c1ccc2c(c1)OCCO2)C(C(=O)NC1CCCC1)c1ccco1)c1ccco1 (stereo not given) | 1.1 | 7 | 29 | -3.6 | 1 | 1 | 12 | -6 | -3.8 | 20
CCn1c(C)nc2cc(C(=O)N/N=C/c3ccc(O)c(O)c3O)ccc21 | -0.9 | 18 | 43 | nt | 17 | nt | -8 | 0 | nt | 27
CCCCCCN1CCN(C2CN(Cc3ccccc3)S(=O)(=O)C2)CC1 (stereo not given) | -0.8 | -4 | nt | 1.0 | nt | nt | 0 | 0 | nt | nt
COC(=O)c1ccc(COc2ccc(F)cc2)o1 | -4.7 | 4 | 74 | 1.3 | 2 | -6 | 11 | -2 | -0.3 | -7
CC/C(=C(/c1ccccc1)c1ccc(OCC[N+](C)(C)C)cc1)c1ccccc1 | -13 | -12 | nt | nt | -31 | nt | -8 | -2 | nt | -2
COCOCCn1cc(CN2CCS(=O)(=O)N(Cc3ccc(-c4ccc(Cl)nc4)cc3)C(C)C2=O)nn1 (stereo not given) | -1.7 | 20 | nt | 0.1 | 5 | nt | 1 | 1 | nt | 5
O=C(COC(=O)/C=C/c1cccc(Br)c1)Nc1cccc(S(=O)(=O)NC2=NCCC2)c1 | -3.0 | -3 | nt | 0.3 | -3 | -21 | nt | -1 | nt | -1
CC(C)CNC(=O)COc1ncnc2sccc12 | -3.2 | -13 | 1 | nt | 0 | 2 | -2 | -3 | -2.2 | 0
Cc1ccc(NC(=O)CSc2cn[nH]n2)cc1 | -3.9 | 7 | 10 | nt | 17 | -8 | 12 | 2 | -0.4 | -2
Cc1cccc(N/C(=N/S(=O)(=O)c2ccccc2)c2ccccc2)n1 | -1.7 | 28 | 21 | 1.6 | -2 | -2 | 7 | 1 | -1.1 | -5
Cc1ccccc1NC(=S)NC(=O)/C=C/c1ccco1 | -1.3 | 4 | 6 | -0.2 | 10 | 7 | ? | 1 | -1.4 | 12
CN(c1ccccc1)S(=O)(=O)c1ccc(Cl)c(C(=O)Nc2ccncc2)c1 | -5.6 | 20 | nt | 1.0 | 4 | -12 | -5 | 1 | 0.1 | -10
CCOC(=O)CNC(=O)c1cn(C)c(=O)c2cc(OC)c(OC)cc12 | -1.3 | -7 | -13 | 0.0 | 1 | -6 | -7 | -1 | -1.6 | -1
COc1ccc2c(c1)OC(O)(C(F)(F)C(F)F)CC2=O (stereo not given) | -1.1 | 1 | -12 | -0.1 | 8 | 9 | -8 | -1 | 0.7 | 16
COc1ccc(C(=O)OCC(=O)Nc2cc(C)on2)cc1F | -0.2 | 3 | nt | -1.0 | 3 | nt | 6 | 2 | nt | 9
CCN(C(=O)CN1CCCCC1C)c1c(N)n(Cc2ccccc2)c(=O)[nH]c1=O (stereo not given) | 0.2 | 5 | nt | -0.5 | -9 | -5 | 0 | 3 | 0.9 | 3
COc1ccc(-c2noc(C3CCCN(C(=O)c4ccc(F)cc4)C3)n2)cc1 (stereo not given) | -0.6 | -5 | -28 | 1.8 | 3 | 0 | ? | 1 | 1.3 | -6
CCCC(C(=O)Nc1cc(S(=O)(=O)N2CCOCC2)ccc1OC)c1ccccc1 (stereo not given) | -3.6 | 5 | 14 | -0.3 | 2 | 1 | 15 | 2 | 1.3 | -3
CC(C)CC(NC(=O)/C(=C/c1ccco1)NC(=O)c1ccc(Br)o1)C(=O)O (stereo not given) | -0.3 | -7 | 20 | -1.9 | -16 | -6 | -8 | 0 | 0.6 | 14
Cc1nn2c(NCCN(C)C)c3c(nc2c1-c1ccccc1)CCC3 | 0.0 | 1 | 23 | -0.4 | 14 | 2 | 1 | -1 | 2.0 | 11
COC(=O)c1ccc(NC(=O)CSc2nnc(-c3ccncc3)n2N)cc1 | -1.1 | -6 | -6 | -2.3 | 5 | 0 | 4 | -1 | -2.8 | 2
Cn1c(=O)c2ncn(CC(=O)NCCOc3ccccc3)c2n(C)c1=O | -0.4 | -4 | 11 | -0.6 | -2 | 15 | 3 | -2 | -2.3 | -2
Cc1ccc(CSc2nnc3c(n2)OC2(Nc4ccccc4-3)C(=O)Nc3ccc(F)cc32)cc1 (stereo not given) | 1.5 | -5 | 13 | -0.5 | -2 | -7 | -7 | 3 | 0.0 | 14
CCC(Sc1nc2n[nH]c(C)c2c(=N)n1-c1cccc(Cl)c1)C(=O)NCCOC (stereo not given) | -6.0 | 8 | 15 | 12 | 7 | -11 | 2 | 4 | 1.2 | 3
CCSC1=C(C#N)C(c2cccs2)C(C(=O)OC)=C(C)N1 (stereo not given) | -3.8 | -10 | 21 | 1.1 | 2 | -1 | 4 | 0 | 4.6 | 13
CCOc1ccc(-c2cc(C)[n+](CCN3CCOCC3)c(-c3ccc(OCC)cc3)c2)cc1 | -2.6 | -28 | -5 | nt | 15 | 2 | -9 | 19 | -0.9 | 41*
CC1CCCCN1C(=O)CCC(=O)Nc1nnc(C(F)(F)F)s1 (stereo not given) | -4.2 | 4 | -14 | 1.1 | 9 | -1 | 2 | -1 | 0.9 | 2
Cn1nc(C2CC2)cc1NC(=O)CC(CC(=O)O)c1ccccc1 (stereo not given) | 0.7 | 3 | 2 | 0.2 | 6 | 13 | 1 | 2 | 1.9 | -2
CCCCn1c(SCC(=O)Nc2ccc3c(c2)OCCO3)nnc1C(CC)N(C)C (stereo not given) | 0.7 | 7 | nt | 0.0 | -8 | 5 | nt | 0 | 0.6 | 4
COC(=O)C(Sc1nc(C)cc(C)c1C#N)c1ccccc1 (stereo not given) | -42 | 6 | 29 | -0.9 | 1 | 6 | 2 | -1 | -0.1 | 6
Cn1[nH]c(C(F)(F)F)c(C=NCc2ccc(Cl)cc2)c1=O | -1.9 | 0 | -13 | -0.9 | 4 | 6 | 0 | -1 | 0.7 | 2
COc1ccc(OC)c(S(=O)(=O)N2CCN(CC(O)COc3ccc(C#N)cc3)CC2)c1 (stereo not given) | -9.6 | 2 | 6 | 1.0 | -12 | 3 | 13 | 0 | -1.9 | -6
S=C(Nc1cccnc1)NC1CCCCCCC1 | 5.3 | -9 | 4 | 7.1 | -4 | 5 | -1 | 0 | 0.1 | 1
CC(C)Oc1ccc(S(=O)(=O)N2CCCCC2)cc1NC(=O)C1=COCCO1 | -1.1 | -3 | nt | nt | 2 | -3 | -8 | 1 | -0.8 | -6
Cc1cc(C)nc(NC(=S)Nc2ccccc2)n1 | -3.3 | 3 | -3 | nt | -6 | -3 | -3 | 5 | -0.1 | 4
CN(CC(=O)OCC(=O)NCc1ccccc1)S(=O)(=O)c1ccc(Cl)cc1 | 1.4 | 2 | -7 | nt | -2 | -8 | -1 | -2 | 3.3 | 3
Cc1ccc(S(=O)(=O)N2CCOCC2)cc1C(=O)N1CCc2ccccc21 | -1.6 | -2 | nt | -1.3 | 0 | 3 | 2 | -2 | -0.4 | 0
Cn1c(=O)c2c(SCCN3CCOCC3)nc(C3CCCC3)nc2n(C)c1=O | -2.5 | -9 | 21 | nt | 4 | 7 | 1 | -2 | 0.1 | -1
COC(=O)COc1ccc(S(=O)(=O)NCCC2=CCCCC2)cc1 | 0.1 | 13 | -23 | -0.6 | -1 | -3 | -1 | -1 | -0.2 | 9
Cc1c(Cc2ccccc2)sc(NC(=O)/C=C/c2cccc3ccccc23)c1C(N)=O | -0.8 | 1 | -3 | -0.4 | 1 | -17 | -4 | 3 | -2.6 | 4
O=C(Nc1ccc(S(=O)(=O)N2CCCC2)cc1)c1ccc(CN2CCOCC2)cc1 | -2.6 | -4 | 26 | 4.0 | 18 | -1 | 5 | -1 | -0.4 | -4
Cc1ccc(C(=O)C[n+]2cc(Br)cc(Br)c2)cc1 | 0.6 | -11 | -11 | -0.6 | -1 | -8 | -45 | 1 | -2.2 | 1

Profiles from above:
Results for `CC(C)Oc1ccc(S(=O)(=O)N2CCCCC2)cc1NC(=O)C1=COCCO1` → FadD28 FP inh: -1.1; CCHF vOTU inh: -3; DUSP3 inh: nt; Mtb BioA inh: nt; MazF activator: 2; Rv3671c protease: -3; BoNT F protease: -8; Mtb FBA inh: 1; Mtb UGM inh: -0.8; GDH-TPI counter: -6
Results for `CCCCn1c(SCC(=O)Nc2ccc3c(c2)OCCO3)nnc1C(CC)N(C)C` (stereo not given) → FadD28 FP inh: 0.7; CCHF vOTU inh: 7; DUSP3 inh: nt; Mtb BioA inh: 0.0; MazF activator: -8; Rv3671c protease: 5; BoNT F protease: nt; Mtb FBA inh: 0; Mtb UGM inh: 0.6; GDH-TPI counter: 4

(next part)
SMILES | FadD28 FP inh | CCHF vOTU inh | DUSP3 inh | Mtb BioA inh | MazF activator | Rv3671c protease | BoNT F protease | Mtb FBA inh | Mtb UGM inh | GDH-TPI counter
COc1ccc(NC(=O)CNc2ccccc2N2CCCC2=O)cc1S(=O)(=O)N1CCOCC1 | 10* | 1 | nt | 0.1 | 7 | -4 | -8 | -1 | -2.4 | 2
CSc1nccc(N2CCN(c3ccc(F)cc3)CC2)n1 | -0.3 | 0 | 5 | 5.7 | -5 | -5 | -3 | 1 | 0.8 | -1
CC(NC(=O)/C=C/c1ccccc1)c1ccccc1 (stereo not given) | -2.4 | -2 | 0 | 0.0 | 5 | -1 | -1 | 2 | 2.0 | 1
O=C(Nc1nnc(COc2ccc(Br)cc2)s1)c1ccco1 | -1.4 | -12 | 16 | -0.5 | -18 | 1 | ? | 2 | 4.4 | 19
O=C(CCC(=O)N1CCOCC1)Nc1ccc(Cl)c(Cl)c1 | -1.9 | 5 | 28 | 0.4 | 3 | 0 | 0 | 3 | -2.7 | 2
CC(C)(C)c1cc(OS(C)(=O)=O)ccc1O | -1.3 | -9 | 11 | -0.5 | 17 | 3 | -3 | 2 | -2.8 | -1
CC(C)c1ccc(O)c(NC(=S)NC(=O)c2ccc3c(c2)OCO3)c1 | -4.3 | 1 | 6 | -1.8 | 5 | -9 | 6 | 1 | -2.0 | 6
Cc1ccc(N(CC(=O)NC(C)C)C(=O)CCC(=O)Nc2nccs2)c(C)c1 | -1.6 | 20 | 20 | 0.6 | -1 | 2 | -1 | 0 | -0.5 | 7
O=C(CCCn1c(SCC(=O)NC2CCCCC2)nc2ccccc2c1=O)NCC1CCCO1 (stereo not given) | 0.5 | -8 | 29 | 5.3 | 2 | 2 | -1 | 4 | 1.6 | 6
COc1ccc(CCNC(=O)COC(=O)Cc2ccccc2)cc1 | -1.2 | 5 | 32 | -1.3 | 1 | -12 | -11 | 2 | -2.1 | 10
CCOC(=O)N1CCN(c2ccc3nnnn3n2)CC1 | -1.7 | 5 | 19 | 1.4 | 3 | 2 | -7 | 0 | -0.6 | 7
